# Screening results from PubChem BioAssay.
# HCV inh = HCV inhibition; Huh7.5.1 HCVcc-Cre infection, luciferase reporter, 44 h; Potency, µM (doses to about 41.8 µM), for the others: at the top dose activity change, negative = inhibition, hits mostly inhibitors; actives 3.4% (n = 340,000); AID 651820; also: potency is read from the fitted curve at half-maximal effect; % is scaled to controls: 0 for no effect and ±100 for the full control effect
#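 Luciferase read-out (15 sec integration) after a 15 min room-temperature substrate step quantifies HCVcc-Cre infection. Cells, 1,000 per well, had compound added 4 h post-plating, then virus at ~0.5 moi, and were cultured 44 h.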
# Pf growth 96h = P. falciparum growth inhibition at 96 hours | P. falciparum luciferase reporter growth, 96 h | Potency, µM (doses to about 28.7 µM), inactives show at the top dose activity change, negative = inhibition, actives largely listed as inhibitors | actives 6.9% (n = 320,000); also: potency is read from the fitted curve at half-maximal effect; % is scaled to controls: 0 for no effect and ±100 for the full control effect
#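 Cell-based qHTS: luciferase-tagged P. falciparum in erythrocytes (2% hematocrit, 0.05% parasitemia final) incubated with compounds for 96 hours, 37 C, 5% CO2; luciferase detection reagent then added and luminescence measured.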
# Pf growth 48h = P. falciparum growth inhibition at 48 hours (one generation); P. falciparum luciferase growth in erythrocytes, 48 h; Potency, µM (titrated, usually from 28.7 µM), for inactives: at the highest dose activity change, negative = inhibition, actives largely listed as inhibitors; actives 5.9% (n = 310,000); also: potency is read from the fitted curve at half-maximal effect; % is scaled to controls: 0 for no effect and ±100 for the full control effect
#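 Firefly luciferase activity from engineered P. falciparum reports growth; inhibitors lower the luminescent signal. Cultures contained 2% hematocrit erythrocytes at 0.1% final parasitemia.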
# Tb PYK inh = blocks Trypanosoma brucei pyruvate kinase; TbPYK enzyme, Kinase-Glo Plus ATP luminescence, 45 min; Potency, µM (doses to about 76.8 µM), inactives show top-dose activity, negative = inhibition, hits mostly inhibitors; actives 0.12% (n = 410,000); also: potency is read from the fitted curve at half-maximal effect; % is scaled to controls: 0 for no effect and ±100 for the full control effect; nearly all actives have a fitted effect of over 50% in size
#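 TbPYK + substrate in 50 mM TEA pH 7.2, 100 mM KCl, 10 mM MgCl2, 0.05% BSA, 0.01% Tween-20; cpd pinned; ADP 130 uM final; 45 min RT; Kinase-Glo Plus 10 min; luminescence endpoint.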
# LmPK inh = blocks Leishmania mexicana pyruvate kinase activity; actives 0.37% (n = 290,000); Potency, µM (top dose mostly 57.5 µM), inactives show top-dose activity change, negative = inhibition, actives largely listed as inhibitors; purified LmPK, Kinase-Glo ATP luminescence, 1 h; AID 1721; Q27686; also: potency is read from the fitted curve at half-maximal effect; % is scaled to controls: 0 for no effect and ±100 for the full control effect
# Target sequence (Q27686 whole entry, looked up): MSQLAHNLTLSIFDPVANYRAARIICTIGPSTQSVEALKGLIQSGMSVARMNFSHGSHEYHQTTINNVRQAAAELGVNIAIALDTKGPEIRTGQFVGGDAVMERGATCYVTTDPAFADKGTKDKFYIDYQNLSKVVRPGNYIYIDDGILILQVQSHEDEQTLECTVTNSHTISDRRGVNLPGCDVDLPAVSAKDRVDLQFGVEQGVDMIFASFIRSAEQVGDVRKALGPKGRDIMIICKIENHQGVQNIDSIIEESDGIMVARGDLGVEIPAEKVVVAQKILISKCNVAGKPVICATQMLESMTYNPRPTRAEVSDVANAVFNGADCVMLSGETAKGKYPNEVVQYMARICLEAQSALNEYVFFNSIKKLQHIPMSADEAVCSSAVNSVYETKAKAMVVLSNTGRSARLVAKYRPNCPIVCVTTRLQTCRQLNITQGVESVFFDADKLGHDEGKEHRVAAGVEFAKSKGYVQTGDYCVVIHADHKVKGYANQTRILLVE
#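 Kinase-Glo luminescence read after 1 h RT reaction of 0.1 nM LmPK with 0.5 mM PEP and 0.1 mM ADP. Activity scaled between uninhibited and enzyme-free controls.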
# Shiga inhibitor = inhibitors of Shiga toxin in Vero cells | Vero cells, Shiga toxin protein synthesis inhibition reporter | inhibition, % at 38.7 µM | actives 9.2% (n = 290,000) | AID 2315; in the data active = inhibition mostly above about 28%, no sharp cut-off; inactive = mostly below about 43%; also: 0% is about no effect
# Cycloheximide cs = counter-screen hit for Shiga toxin inhibitors, cycloheximide | cell reporter, cycloheximide protein synthesis inhibition counterscreen | max response, % | actives 12% (n = 300,000) | AID 2314; in the data active = max response mostly above about 13%, no sharp cut-off; inactive = mostly below about 14%; also: read at 38.3 µM for the half of the compounds with a filed dose; 0% is about no effect
# Starred values were filed as active, the others as inactive; i = inactive; ? = inconclusive; nt = not tested or not shown; [ ] = dose if it differs, or a comment. Unless noted, calls follow the shape of the dose curve; as a rule, active = well fitted curve in the direction sought with a large enough effect; inconclusive = small, poorly fitted or top-dose-only effect, or another doubt; inactive = no such curve, though single readings can be large; an effect the other way counts as inactive or inconclusive. An unsorted share of the library (roughly 24% active in at least one column).
SMILES,HCV inh,Pf growth 96h,Pf growth 48h,Tb PYK inh,LmPK inh,Shiga inhibitor,Cycloheximide cs
CCC(=O)C1=C(N2CCCC2)CC(C)(C)CC1=O,19%,nt,11%,-1%,-5%,-25,-3
O=C(COC(=O)c1cc(-c2ccccc2Cl)nc2ccccc12)Nc1ncc(C(F)(F)F)cc1Cl,3%,-26%,-8%,-10%,4%,-8,-7
COc1ccccc1N1CCN(C(=O)CSc2nc3ccccc3o2)CC1,-25%,nt,57%[activator],5%,2%,111*,41*
COc1cccc(NC(=S)NCc2cccnc2)c1,9%,?,4%,-11%,0%,18,-3
CS(=O)(=O)N(CC(=O)Nc1ccccc1C(=O)NCc1ccco1)c1ccc2c(c1)OCCO2,-1%,nt,-10%,-8%,4%,2,12
O=C(/C=C/c1ccccc1Cl)c1ccc(O)cc1,6%,?,52%[activator],-5%,-11%,54*,29*
COc1cccc(C(=O)Nc2c3c(nc4c2CCC4)CCCC3)c1,1%,?,-21%,0%,-2%,13,-1
CCCCN(CC)CCCNC(=O)c1csc2c1CCCCC2,35µM*,?,-4%,-4%,1%,28,1
C=CCn1c(O)c(/C=N/N2CCCCC2)c(=O)[nH]c1=O,7%,48%[activator],42%[activator],-5%,-6%,9,-2
Cc1ccc2cc3cc(C(=O)N(CC(=O)NC4CCCC4)c4cccc(C)c4C)sc3nc2c1,?,?,?,2%,7%,-17,-6
COc1ccc2c(c1)[nH]c1c(=O)n(CCC3=CCCCC3)cnc12,5%,nt,40%[activator],-6%,2%,22,-2
CCC(=O)Nc1cc(C(=O)O)ccc1Sc1ccc(Cl)cc1,23%,49%[activator],-14%,-3%,0%,29,8
CC(C)N(Cc1nc(-c2ccc(Cl)cc2)no1)C(=O)/C=C/c1ccccc1,-9%,?,27%,2%,1%,-6,-2
CCCSC1=C(C#N)C(c2cccnc2)C(C(=O)OCC)=C(c2ccccc2)N1 (stereo unspecified),-3%,?,?,-2%,1%,-8,-3
CCN1C(=O)CC(N2CCC(C(=O)N3CCOCC3)CC2)C1=O (stereo unspecified),10%,-29%,3%,2%,-10%,-3,-2
COC(=O)c1ccc(NC(=O)Nc2ccc(F)c(Cl)c2)cc1,11µM*,-60%,nt,-10%,1%,49*,28*
COc1cc2oc(=O)cc(-c3ccc(-c4ccc(F)c(Cl)c4)cc3)c2c(OC)c1OC,6%,nt,nt,-1%,nt,-2,6
COc1ccc(-c2c(C)cc3oc(=O)cc(-c4ccccc4)c3c2C)cc1,?,nt,nt,1%,nt,i,9
O=C(CSc1cccc2cccnc12)OCC(=O)c1ccc(Br)cc1,-14%,4%,31%,-1%,2%,-13,1
CCOC(=O)c1nnn(-c2nonc2NC(C)=O)c1C,15%,26%,13%,-6%,-1%,-1,0
COc1ccccc1OCCn1cc(/C=N/n2cnnc2)c2ccccc21,-7%,?,?,3%,5%,15,-5
COc1ccc(NC(=O)c2c(N)no[n+]2[O-])cc1,-13%,?,48%[activator],3%,-4%,48,16*
Cn1nnnc1SCC(=O)Nc1ncc(Cl)cc1Cl,0%,11%,-7%,-9%,nt,nt,nt
COc1ccc(C(=O)Nc2ccnn2C2CCN(C(=O)c3cccnc3)CC2)cc1,0%,?,0%,2%,-7%,60*,30*
CCN(CC)c1ccc(S(=O)(=O)N2CCCCC2)cc1NC(=O)C1=COCCO1,?,10µM*,13µM*,5%,nt,nt,nt

# Ordered by SMILES length (high to low): 3 of the compounds above.
SMILES,HCV inh,Pf growth 96h,Pf growth 48h,Tb PYK inh,LmPK inh,Shiga inhibitor,Cycloheximide cs
CS(=O)(=O)N(CC(=O)Nc1ccccc1C(=O)NCc1ccco1)c1ccc2c(c1)OCCO2,-1%,nt,-10%,-8%,4%,2,12
COC(=O)c1ccc(NC(=O)Nc2ccc(F)c(Cl)c2)cc1,11µM*,-60%,nt,-10%,1%,49*,28*
CCCCN(CC)CCCNC(=O)c1csc2c1CCCCC2,35µM*,?,-4%,-4%,1%,28,1

# Next part:
SMILES,HCV inh,Pf growth 96h,Pf growth 48h,Tb PYK inh,LmPK inh,Shiga inhibitor,Cycloheximide cs
O=C(COC(=O)CC(NC(=O)c1ccccc1Cl)c1ccccc1)Nc1cccc(F)c1 (stereo unspecified),-2%,-15%,6%,2%,2%,-6,-5
COc1cc(OC)c(/C=N/NC(=O)c2ccc([N+](=O)[O-])cc2)cc1Br,-12%,48%[activator],38%[activator],-1%,5%,18,1
Cc1c(C(=O)O)cccc1-c1ccc(/C=N/n2cnnc2)o1,0%,22%,nt,-12%,0%,38,28*
COc1ccc2cc(C(N)=O)/c(=N/NC(=O)c3ccco3)oc2c1,19%,-19%,14%,-8%,-4%,9,11
CNC(=O)Cn1nc(-c2ccc(C)c(S(=O)(=O)N(C)C)c2)c2ccccc2c1=O,18%,9.3µM*,-12%,7%,2%,9,2
CCOc1ccccc1NC(=O)C(CC)Sc1nc2ccsc2c(=O)n1CCC(=O)O (stereo unspecified),-5%,-11%,-20%,2%,-3%,9,-1
Cc1ccc(CNC(=O)C(C(=O)NCc2ccc(C)o2)c2ncc(C(F)(F)F)cc2Cl)o1,-5%,5%,?,0%,15%,4,7
COCC(=O)Nc1ccc(S(=O)(=O)NCC2CCCO2)cc1 (stereo unspecified),-14%,0%,0%,-19%,0%,nt,-1
O=C(NCc1ccncc1)c1ccc(Cl)c(S(=O)(=O)N2CCOCC2)c1,2%,-24%,?,5%,0%,19,-4
COc1ccc(NC(=O)CC2C(=O)N(c3cccc(OC)c3)C(=O)N2Cc2ccco2)cc1 (stereo unspecified),-15%,9.3µM*,-4%,2%,3%,-1,5
COc1ccc(C(=O)NC(CC(=O)O)c2cc([N+](=O)[O-])ccc2Cl)cc1 (stereo unspecified),5%,63%[activator],18%,-3%,6%[11.5 µM],-8,30
CCOC(=O)c1oc2ccc(Br)cc2c1COC(=O)C1=COCCO1,25µM*,3%,35%[activator],4%,nt,nt,nt
O=C(Nc1cccc(Cl)c1)Nc1ccc2c(c1)C(=O)OC2,-7%,17%,18%,-5%,-6%,24,17
O=C(Cc1nn[nH]n1)NCc1ccccc1Cl,16%,?,-3%,-9%,8%,-17,6
Cc1cc(C)n2nc(SCC(=O)N3CCN(c4ccc(F)cc4)CC3)nc2n1,8%,6.6µM*,?,-1%,nt,nt,nt
O=C(COC(=O)C(Cc1ccccc1)NC(=O)c1ccco1)NC1CC1 (stereo unspecified),0%,-5%,nt,4%,7%,2,-6
CCOc1cnc(-c2ccccc2F)o1,13%,?,7%,-5%,-7%,39,8
CCc1cccc(NS(=O)(=O)c2ccc3c(c2)NC(=O)CO3)c1,-4%,17%,-1%,6%,-7%,-8,1
CCOc1ccccc1NC(=O)c1cnccn1,?,12µM*,?,7%,2%,-5,-2
O=C(COC(=O)COc1ccc2ccccc2c1)NC1CCCc2ccccc21 (stereo unspecified),1%,26%,3%,4%,2%,-4,-6
C=CCN(CC#CCOc1ccccc1OC)CC=C,nt,35%[activator],26%[5.75 µM],nt,-1%,25,5
CC1CCC(C(=O)NC(C(=O)N2CCN(c3ccccn3)CC2)C(C)C)CC1 (stereo unspecified),5%,nt,4%,2%,5%,28,11
O=C(c1ccc(C(F)(F)F)cc1)C1CCCN(Cc2cccn2-c2ncccn2)C1 (stereo unspecified),-16%,-10%,0%,1%,4%,-3,1
O=C(CCCOc1ccc(Cl)cc1Cl)N/N=C/c1ccc(Cl)cc1,3%,?,17%,-29%,3%,13,5
CCCS(=O)(=O)c1nc(S(=O)(=O)c2ccc(C)cc2)c(N2CCC3(CC2)OCCO3)s1,2%,?,-16%,-1%,-1%,6,-3

# Entries of single compounds as entered above:
# CCOc1ccccc1NC(=O)c1cnccn1 is entered as HCV inh = ?; Pf growth 96h = 12µM*; Pf growth 48h = ?; Tb PYK inh = 7%; LmPK inh = 2%; Shiga inhibitor = -5; Cycloheximide cs = -2
# COc1ccccc1OCCn1cc(/C=N/n2cnnc2)c2ccccc21 is entered as HCV inh = -7%; Pf growth 96h = ?; Pf growth 48h = ?; Tb PYK inh = 3%; LmPK inh = 5%; Shiga inhibitor = 15; Cycloheximide cs = -5

# Additional records:
SMILES,HCV inh,Pf growth 96h,Pf growth 48h,Tb PYK inh,LmPK inh,Shiga inhibitor,Cycloheximide cs
CCOc1[nH]n(-c2ccccc2)c(=O)c1C=NCC(=O)OC,0%,-164%,?,-11%,1%,-12,-1
COC(=O)N/N=C(\C)c1ccccc1Br,16%,13%,17%,0%,4%,2,-2
COc1ccc(N2CC(C(=O)Nc3ccc(S(=O)(=O)N4CCOCC4)cc3)CC2=O)cc1 (stereo unspecified),10%,-28%,15%,-6%,2%,23,-5
CC1NC(=O)NC1CCCCC(=O)O (stereo unspecified),8%,28%,22%,?,-1%,11,-2
CC(C)(C)NC(=O)CN(Cc1ccccc1)S(=O)(=O)c1ccccc1,25%,?,-5%,-2%,-3%,-3,-1
COC(=O)CN(C(=O)CSc1nnc(-c2cccc(OC)c2)o1)c1ccc(OC)cc1,5%,18%,0%,5%,1%,14,-1
CCN1C(=O)/C(=C\N2CCN(C)CC2)SC1=S,3%,?,-19%,-7%,-5%,26,-5
CCOc1ccccc1C(=O)Nc1cc(C(=O)NCCc2ccccc2)ccc1Cl,2.5µM*,?,?,-3%,2%,7,7
CCOC(=O)c1cnn(Cc2ccccc2Cl)c1N,-8%,-29%,nt,4%,-12%,23,2
COc1cc(NC(=O)CN2C(=O)COc3ccc(S(=O)(=O)N4CCCC4)cc32)cc(OC)c1,2%,0.41µM*,?,0%,-2%,-3,1
Cc1cccc(C)c1NC(=O)CN(C)CC(=O)Nc1ccccc1Oc1ccccc1,3%,12µM*,?,-26%,-3%,-17,12
Cc1ccc(S(=O)(=O)N2CCCC2C(=O)NCc2ccco2)cc1 (stereo unspecified),-2%,-14%[5.75 µM],7%,3%,5%,-20,-4
FC(F)(F)c1cc(C(F)(F)F)c2ccc(N3CCOCC3)nc2n1,13%,2%,6%,0%,1%,2,-3
CC1(C)CCC(=O)N(c2ccccc2)C1=O,17%,-1%,-6%,4%,-4%,12,-4
O=C(N/N=C/C=C/c1ccccc1)c1cccc(Br)c1,?,?,0%,-2%,0%,25,9
COc1cc(SC)ccc1C(=O)Nc1ccccn1,?,395%[activator],190%[activator],-15%,-16%,46,34*
Clc1cccc(Cl)c1CO/N=C/c1cccs1,1%,2%,?,-3%,-3%,-9,-1
c1ccc(-c2nn3c(-c4ccco4)nnc3s2)nc1,11%,?,2%,-14%,0%,17,-2
Cc1ccc2nc(N3CC(C)OC(C)C3)nc(-c3ccccc3)c2c1 (stereo unspecified),?,?,?,-3%,3%,-6,0
Cc1ccc(OCC(=O)N2CCc3ccccc3C2)c(Br)c1,-6%,50%[activator],21%,0%,3%,60*,42*
O=C(Nc1nc2cc3c(cc2s1)OCCO3)c1ccc([N+](=O)[O-])o1,-4%,8.3µM*,-15%,4%,-2%,45*,48*
Cc1ccc(N)c([N+](=O)[O-])c1,3%,36%[activator],43%[activator],3%,nt,nt,nt
O=C(N1CCN(Cc2ccc3c(c2)OCO3)CC1)C(Cl)(Cl)Cl,?,?,?,-2%,-1%,67*,17*
COCCn1c(-c2ccccc2)nc2oc3ccccc3c(=O)c2c1=O,14%,-28%,-6%,3%,8%,11,-2
COc1ccc(Cl)cc1NC(=O)C/C(C)=N/NC(=O)c1ccccc1Cl,8%,13µM*,-9%,0%,5%,nt,12
